# Bioassay records as filed in PubChem BioAssay.
# NR2E3 ag-1: NR2E3 (human) agonism. inhibition of corepressor binding, % at 4.78 µM. actives 0.12% (n = 320,000). AID 2300. GST-NR2E3/biotin-RetCOR TR-FRET, 1536-well. Q9Y5X4;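 active = percent inhibition above the cutoff of mean plus 3 SD of all tested compounds, set per screening campaign, cut at about 20% in these data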;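 note: 0% = DMSO wells and 100% = biotin wells as full block of FRET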
#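 Test system – NR2E3–RetCOR corepressor complex · Quantity – NR2E3 fusion 1.35 nM · Buffer or medium – Tris pH 7.5 · Incubation – Compound–protein incubation for 5 h at 4 °C · Technique – TR-FRET, Eu(K)-anti-GST donor, streptavidin-D2 acceptor, ex 340, em 617/671 nm · Evaluation – percent inhibition of 671/617 nm emission ratio versus biotin and DMSO controls · Plate – 1536-well format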
# Cardio protect: modulators protecting cardiomyocytes from myocardial damage. H9c2 cardiomyocytes, H2O2 injury protection, ATPLite, 2 h. protection from H2O2 cell death, % at 20 µM. actives 0.63% (n = 360,000). AID 588492;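 active = compounds giving at least 50% protection of heart cells from peroxide-induced death in the single-dose screen, raw or plate-pattern-corrected value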;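 note: 0% = DMSO wells with peroxide and 100% = DMSO wells without peroxide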
# HIF-2a block: blocks HIF-2a reporter activity; 786-0 RCC cells HIF-2a reporter, luciferase luminescence, overnight; inhibition, % at 18.8 µM; actives 0.72% (n = 360,000); AID 624352;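 active = inhibition of the luminescence signal of 40% or more relative to plate controls, in a single-dose primary screen at 18.75 µM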
# Peg3 promoter: reduces Peg3 promoter-driven luciferase expression in HeLa | inhibition, % at 20 µM | actives 1.7% (n = 360,000) | HeLa PEG-Prom luciferase reporter, luminescence, overnight;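 active = inhibition of at least 50% at 20 µM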
# hiPSC survival: increases survival of single human iPS cells. hiPSC single-cell survival, ATPlite luminescence; 100% = ROCK inhibitor wells, 0% = DMSO. survival enhancement, % at 20 µM. actives 0.044% (n = 360,000); in the data active = survival enhancement above about 18%;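 note: cells exposed to compounds for 16 hours before the ATP read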
# Shn3 inh set2: Schnurri-3 reporter inhibition in Clone20 osteoblasts; actives 0.52% (n = 360,000); AID 588674; Clone20 osteoblast Shn3 3'UTR firefly luciferase, 24 h; inhibition, % at 12.5 µM;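 active = mean inhibition of at least 75% with every replicate also reaching 75%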;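 note: 0% = median of neutral control wells and 100% = pilot-screen positive control compound; some compounds past the cut are filed as inactive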
# NR2E3 ag-2: agonists of human NR2E3 nuclear receptor; CHO-S Gal4-NCOR/VP16-NR2E3 two-hybrid, luciferase; Q9Y5X4; AID 602229; actives 0.35% (n = 360,000); inhibition of corepressor binding, % at 3.98 µM;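 active = inhibition above the mean of all tested compounds plus 3 SD, cut at about 70% in these data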;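 note: 0% = DMSO with NR2E3 transfected cells and 100% = cells lacking NR2E3 construct; higher means lower luciferase signal from less NR2E3 corepressor binding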
# TRPM1 prom inh: reduces MITF-dependent TRPM1 promoter luciferase signal; inhibition, % at 12.5 µM; SK-MEL-5 TRPM1 promoter luciferase, 24 h; actives 0.83% (n = 330,000);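 active = mean inhibition across replicates of 60% or more, whatever share of single replicates reaches that level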; note: values of inactives mirror those of a sister screen read the other way
# HTR2A ag: mouse HTR2A agonism via beta-arrestin recruitment; activation, % at 7.6 µM; actives 0.66% (n = 360,000); AID 624169; CHO-K1 mHTR2A beta-arrestin complementation, luminescence; percent of 30 µM serotonin response;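 active = activation above a run cutoff, the mean activation of all tested compounds plus 3 SD, cut at about 14% in these data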;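 note: 0% = plate median of compound wells and 100% = 30 µM serotonin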
# Target sequence (P35363 whole entry, looked up): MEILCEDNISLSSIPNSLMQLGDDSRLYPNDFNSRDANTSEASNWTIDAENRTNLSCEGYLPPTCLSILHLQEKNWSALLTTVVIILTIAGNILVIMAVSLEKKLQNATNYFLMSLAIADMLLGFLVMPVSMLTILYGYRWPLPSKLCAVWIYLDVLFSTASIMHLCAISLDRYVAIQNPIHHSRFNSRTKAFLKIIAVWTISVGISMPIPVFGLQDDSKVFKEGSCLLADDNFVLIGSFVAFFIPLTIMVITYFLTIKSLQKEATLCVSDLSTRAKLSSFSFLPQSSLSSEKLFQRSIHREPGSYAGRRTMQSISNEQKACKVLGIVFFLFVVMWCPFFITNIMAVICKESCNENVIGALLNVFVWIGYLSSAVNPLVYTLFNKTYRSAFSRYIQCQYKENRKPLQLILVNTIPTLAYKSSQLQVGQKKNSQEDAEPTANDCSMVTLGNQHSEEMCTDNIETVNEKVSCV
# PDI turbidity: PDI (human) enzyme inhibition; AID 588391; P07237; inhibition, % at 10 µM; actives 0.052% (n = 350,000); PDI insulin aggregation turbidity, A650, 90 min;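 active = mean inhibition across replicates of 30% or more, whatever share of single replicates reach that level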;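 note: absorbance from insulin aggregation driven by PDI reduction with DTT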
# Target sequence (P07237 whole entry, looked up): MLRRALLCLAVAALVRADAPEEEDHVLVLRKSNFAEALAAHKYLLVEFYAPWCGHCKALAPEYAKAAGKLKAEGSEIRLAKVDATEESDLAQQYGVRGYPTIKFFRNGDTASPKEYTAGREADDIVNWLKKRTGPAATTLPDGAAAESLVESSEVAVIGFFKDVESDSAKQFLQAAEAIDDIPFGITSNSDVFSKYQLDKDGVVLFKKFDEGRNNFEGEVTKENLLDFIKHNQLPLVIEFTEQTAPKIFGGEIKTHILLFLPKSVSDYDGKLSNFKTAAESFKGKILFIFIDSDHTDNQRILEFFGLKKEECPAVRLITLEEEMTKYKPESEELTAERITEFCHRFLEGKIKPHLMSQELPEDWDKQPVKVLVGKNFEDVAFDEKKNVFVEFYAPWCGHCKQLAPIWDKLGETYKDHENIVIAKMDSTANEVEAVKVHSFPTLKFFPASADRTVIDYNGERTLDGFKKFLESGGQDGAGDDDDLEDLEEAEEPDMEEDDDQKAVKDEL
# CaV13 FRET inh: Disruptors of the CACNA1D IQ motif to Ca2+-dependent inactivation inhibitor domain association, primary screening, Förster resonance energy transfer in intact living …; HEK cells, CFP/YFP FRET ICDI-IQ, plate reader, 10 min; percent FRET-ratio fall versus neutral wells; inhibition, % at 12.3 µM; actives 0.098% (n = 340,000);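 active = mean replicate inhibition of at least 30% and at least 1% of replicates passing that level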;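 note: 0% = median of the neutral control wells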
# The depositor's hits bear a star; . = no result given.
SMILES,NR2E3 ag-1,Cardio protect,HIF-2a block,Peg3 promoter,hiPSC survival,Shn3 inh set2,NR2E3 ag-2,TRPM1 prom inh,HTR2A ag,PDI turbidity,CaV13 FRET inh
Nc1c(CO)nnn1-c1ccccc1,0,3,-6,-248,0.2,-14,-5,-63,3,-2,-3
CCOC(=O)C1=NNC(C(=O)O)C1c1ccccc1 (stereo not given),.,13,2,21,-2.6,-14,-22,-4,3,1,-7
Oc1ccc(Br)cc1CN1CCCCCCC1,2,-3,-24,-9,0.7,1,0,9,-2,-3,-4
Cc1ccccc1-c1nc(CS(=O)CC(=O)NC2CCCC2)c(C)o1 (stereo not given),0,-5,15,-1,1.8,2,-17,12,5,-3,-2
CCOc1cc(NC(=S)NCC(C)C)c(OCC)cc1NC(=O)c1ccco1,1,5,20,18,0.0,-11,-8,-3,-1,4,-5
NC(Cc1ccc(C(F)(F)F)cc1)c1csc(NC(=O)Nc2ccccc2Oc2ccccc2)n1 (stereo not given),.,-24,19,98*,-4.6,49,-24,.,8,-3,-5
CS(=O)(=O)Nc1ccc(-c2nnc3n2CCCCC3)cc1,0,1,12,12,1.4,-6,-2,13,-5,15,-4
CCN(CC)S(=O)(=O)c1ccc(OCC(=O)NC2CCS(=O)(=O)C2)c([N+](=O)[O-])c1 (stereo not given),3,15,11,11,0.1,-5,-34,12,-5,9,-5
CC1=CCC2C(=O)N(c3ccc(OC(=O)c4ccco4)cc3)C(=O)C2C1 (stereo not given),0,-1,13,10,-0.3,0,22,1,-1,-6,1
Cc1ccc(S(=O)(=O)CC(=O)NCc2ccccc2)cc1,5,8,16,-9,-0.3,-4,-25,6,-5,-5,.
C[C@H]1CN([C@@H](C)CO)C(=O)CCCn2nncc2CO[C@H]1CN(C)S(=O)(=O)c1ccccc1,.,8,6,5,2.9,-9,4,.,8,1,-6
O=C(Cc1ccc(Cl)cc1Cl)Nc1ccc(OC(F)F)c(Cl)c1,1,-18,13,3,4.5,31,-24,-1,3,-7,-8
Cc1csc(NC(=O)CSc2nnc(NC(=O)COc3ccccc3)s2)n1,-1,1,2,-34,-1.6,4,-11,-13,0,-2,-3
O=C(NCc1cccnc1)C1CC(=O)N(CCc2ccccc2)C1 (stereo not given),5,11,9,4,13,-9,-12,-1,1,16,-7
O=C(N/N=C\c1ccccn1)c1ccccc1O,1,36,-100,-71,-1.8,-21,4,-8,-4,11,2
CC(=O)Nc1cccc(N)c1,-2,2,2,-11,7.4,15,-7,10,1,.,.
CCCCCc1cc(O)c2c(C)cc(=O)oc2c1,5,-12,-46,-9,3.9,15,-13,-3,-6,5,-5
CC(Oc1ccccc1)C(=O)NC1CCCCCCC1 (stereo not given),3,-2,10,3,-0.5,22,-47,10,2,-3,-7
O=C1CCCN1CCCNC(=S)Nc1cccc2ccccc12,4,-8,-254,-189,-1.2,-21,-18,16,1,4,-5
Cc1ccc(S(=O)(=O)NCCc2cccs2)cc1,3,-9,14,7,1.0,-4,-12,-11,-4,5,-2
CS(=O)(=O)N1CCC(C(=O)N2CCN(c3cccc(Cl)c3)CC2)CC1,1,-3,23,8,7.5,-18,-12,2,3,-3,-7
CCc1ccc(OCCNc2cc(N3CCNC(C)C3)ccc2[N+](=O)[O-])cc1 (stereo not given),-1,-26,-4,100*,-6.1,89*,0,79*,-16,11,-6
Cc1nc(-c2ccncc2)nc(NCCNc2ccc(C(F)(F)F)cn2)c1Cl,0,-7,17,30,-0.5,17,-13,-1,6,-4,-5
Cc1nnc(NC(=O)CSc2ccc(-c3cccnc3)nn2)s1,3,4,9,1,-0.6,-9,-17,12,-1,-4,-6
Cc1ccc(NC(=O)CCN2CCN(C)CC2)cc1,-2,4,19,-2,0.8,10,14,-2,3,4,-4
Cc1ccccc1-n1c(-c2ccc(Cl)cc2)cnc1SCC(=O)NC1CCS(=O)(=O)C1 (stereo not given),-2,-8,15,2,1.3,6,-17,-3,5,2,-14
CN(C)C(=S)N=c1ssc(=S)n1Cc1ccco1,.,-12,-8,19,-1.6,10,91*,25,-17,-6,-6
Cn1nc(C(=O)OCC(=O)c2ccc(Br)cc2)c2ccccc2c1=O,4,-4,-2,5,1.0,7,7,4,2,-2,-2
Cc1ccnc(NS(=O)(=O)c2ccc(NC(=O)C3CCCO3)cc2)n1 (stereo not given),1,1,7,7,-1.3,-28,1,-5,0,-7,.
CCc1nc(NCC2CCCO2)c(C#N)c2c1COC(C)(C)C2 (stereo not given),-3,4,15,24,0.9,8,2,4,1,-4,-1

# Arranged by the number under PDI turbidity (falling): 4 of the compounds above.
Molecule | PDI turbidity
O=C1CCCN1CCCNC(=S)Nc1cccc2ccccc12 | 4
Cc1ccccc1-n1c(-c2ccc(Cl)cc2)cnc1SCC(=O)NC1CCS(=O)(=O)C1 (stereo not given) | 2
CS(=O)(=O)N1CCC(C(=O)N2CCN(c3cccc(Cl)c3)CC2)CC1 | -3
CN(C)C(=S)N=c1ssc(=S)n1Cc1ccco1 | -6

# Next part:
SMILES,NR2E3 ag-1,Cardio protect,HIF-2a block,Peg3 promoter,hiPSC survival,Shn3 inh set2,NR2E3 ag-2,TRPM1 prom inh,HTR2A ag,PDI turbidity,CaV13 FRET inh
C=CCNC(=O)N1CCC(n2nccc2NC(=O)CCc2ccccc2)CC1,1,-1,8,-4,-0.6,-7,5,17,4,12,-7
COc1ccc(CNCc2ccc(C(F)(F)F)cc2)cc1OC,-1,4,17,14,0.3,-9,-7,-3,2,0,-2
COc1ccc(Br)cc1CN1CCN(S(=O)(=O)Cc2ccccc2)CC1,-4,-2,12,7,-0.5,23,-8,13,-13,3,-2
C1CCc2c(nnc3c2-c2nonc2CC3)C1,2,4,23,0,3.8,4,-2,1,1,2,-9
COc1cccc(NC(=O)CCC2CCN(C(=O)c3scnc3C)CC2)c1,-1,1,9,14,-0.4,-3,-36,-11,0,2,.
N#CCc1c(C#N)c(N)nc(N2CCN(Cc3ccc4c(c3)OCO4)CC2)c1C#N,2,-2,-1,23,-1.3,31,4,-7,-10,2,-4
COC(=O)/C(=N\Nc1ccccc1)Sc1nnc(-c2ccc(OC)cc2)n1C,-2,0,5,-3,1.4,1,13,-21,3,-12,-3
CCCCCN(C(=O)NC(=O)Nc1nncs1)S(C)(=O)=O,3,4,7,-12,-0.4,2,13,0,-1,-8,.
COc1ccc(NS(=O)(=O)c2cccc(C(=O)NN=Cc3ccc(OC)cc3OC)c2)cc1,.,3,1,20,-1.8,-4,-11,-3,-1,8,-3
C[C@H]1CN([C@@H](C)CO)S(=O)(=O)c2ccc(Br)cc2O[C@H]1CN(C)C(=O)c1cnccn1,.,-2,11,6,4.5,-12,-33,.,1,5,-3
Cc1ccccc1S(=O)(=O)Nc1ncnc2ccccc12,4,0,4,-15,-0.3,-10,-17,6,-8,2,-4
ClCc1ncc(-c2ccc(Cl)cc2)o1,1,-12,12,17,2.9,-7,-16,9,-2,3,-4
CC(=O)c1ccc(-c2ccc(C(=O)Nc3nc(C)c(C(C)=O)s3)o2)cc1,-23,13,-18,-5,-2.1,-6,-52,-13,6,-8,-5
CCN(CC)CCNC(=O)c1ccc2c(=O)n(C3CCCC3)c(=S)[nH]c2c1,-4,15,3,5,-0.8,-25,-6,-11,-2,3,-4
CC(=O)c1sc(NC(=O)CCS(=O)(=O)c2ccc(Cl)cc2)nc1C,-2,-4,-8,35,-0.4,-21,0,-11,6,6,-3

# The list goes on; the last 2 above are carried over.
SMILES,NR2E3 ag-1,Cardio protect,HIF-2a block,Peg3 promoter,hiPSC survival,Shn3 inh set2,NR2E3 ag-2,TRPM1 prom inh,HTR2A ag,PDI turbidity,CaV13 FRET inh
CCN(CC)CCNC(=O)c1ccc2c(=O)n(C3CCCC3)c(=S)[nH]c2c1,-4,15,3,5,-0.8,-25,-6,-11,-2,3,-4
CC(=O)c1sc(NC(=O)CCS(=O)(=O)c2ccc(Cl)cc2)nc1C,-2,-4,-8,35,-0.4,-21,0,-11,6,6,-3
COc1cccc(CNC(=O)CN2c3cccc4cccc(c34)S2(=O)=O)c1,0,2,-22,-12,0.9,-8,-25,14,0,-4,-6
Cc1cccc(-c2noc(-c3ccc(Cl)cc3[N+](=O)[O-])n2)c1,-2,-18,-228,-318,-1.8,-111,0,-72,3,-7,-4
CC(NC(=O)Nc1ccc(Cl)cc1)c1ccc2c(c1)OCO2 (stereo not given),1,-3,-5,4,-0.4,-27,-20,-1,-9,4,.
O=C(NC(=S)NN1CCOCC1)c1cc(Br)ccc1Cl,.,0,5,13,0.1,4,-15,-2,5,-17,-3
COCCOC(=O)C1=C(C)NC(C)=C(C(=O)OCCOC)C1/C=C/c1ccccc1OC,0,2,10,17,0.8,-2,4,-17,-3,10,-5
Cc1c(S(=O)(=O)NC(C)c2ccccc2)c(=O)n(C)c(=O)n1C (stereo not given),0,4,6,30,-0.1,5,6,-9,0,-1,.
CC(=O)Nc1ccc(NC(=O)CCOc2cc(C)ccc2C)cc1,0,1,6,16,0.0,6,-29,2,-2,-1,-2
CCOC(=O)c1sc(NC(=O)CC(C)c2ccccc2)nc1C (stereo not given),-1,5,6,17,-0.1,12,-10,11,-5,2,-5
O=C(NCc1cccnc1)Nc1ccc(Br)cc1Cl,1,-2,-18,-12,0.3,-3,-3,4,-5,-6,.
Cc1ccc(NC(=O)CNCc2cccs2)cc1Br,0,-6,-91,-48,-0.3,-18,-3,-25,0,-21,-2
CCCC(C)C(=O)Nc1nnc(C)s1 (stereo not given),5,3,11,-3,0.3,-2,7,11,1,-2,-4
COc1ccc(C)cc1NC(=O)C(OC(=O)CNC(=O)c1ccc(Oc2ccccc2)cc1)c1ccccc1 (stereo not given),4,-3,9,11,0.1,-28,-9,-8,3,1,-8
Cc1cc(-c2ccc(C)c(S(=O)(=O)NCCCN3CCN(c4ccccc4F)CC3)c2)on1,4,-17,1,35,-0.1,75,62,34,3,3,-2
COc1ccc(-c2cc(C(=O)Nc3ccccc3)on2)cc1,-4,-3,-268,-234,-2.0,-133,9,-104,-4,-7,1
O=C(Nc1ccccc1C(=O)NCc1ccccc1)c1ccccc1,3,-3,5,23,-0.9,-17,-8,-3,-5,0,-6
COc1ccc(-c2csc(NCc3ccco3)n2)cc1,-3,-24,-185,-299,-0.7,-44,-135,-26,-6,13,-5
CCN(CC)CCNC(=O)C1CCN(S(=O)(=O)N2CCCCC2)CC1,0,-1,-7,3,1.5,10,-3,9,1,7,-8
Cc1ccc(OC(C)C(=O)N2CCN(c3ccccn3)CC2)cc1 (stereo not given),.,0,6,0,0.2,-20,-35,-2,0,-1,-6
CCCCC(=O)N(CCOC)c1nnc(-c2ccc(OC)cc2)s1,6,3,-21,3,0.2,5,-7,-3,3,11,-5
Cc1cc(-c2ccccc2)nc2c(Br)c(=O)[nH]n12,1,-4,6,7,-0.5,-9,-2,14,2,8,0
O=C(Nc1cccc(S(=O)(=O)N2CCCCC2)c1)c1ccc2ccccc2n1,2,-9,-105,-37,2.5,-17,-50,-31,0,0,-2
